Source: PubChem (National Center for Advancing Translational Sciences (NCATS))
PI4K2A block – qHTS for small molecular inhibitors of PI4K2A | Phosphatidylinositol 4-kinase type 2-alpha (Homo sapiens), Q9BTU6 | purified PI4K2A, ADP-Glo luminescence, 1 h; active compounds read low | activity change, negative = inhibition, % at 76.9 µM | 420,000 compounds, 0.13% hits; in the data active = activity change below about -50%; inconclusive = mostly about -30% to -49%;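 note: -100% = wells without enzyme as full effect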
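PI4K2A activity was measured by ADP-Glo luminescence: enzyme (4 ug/mL stock) and phosphatidylinositol (1.2 mM stock) in Tris pH 7.5/MgCl2/EGTA/Triton X-100 buffer were reacted with ATP (300 microM stock) for one hour at ambient temperature.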
PGK inhibitor – qHTS Assay to Find Inhibitors of Phosphoglycerate Kinase; PGK/GAPDH coupled, Kinase-Glo luminescence, 60 min; Potency, µM (highest dose often 57.5 µM), for the others: at the top dose activity change, negative = inhibition, actives largely listed as inhibitors; 380,000 compounds, 0.043% hits; note: potency is the fitted concentration of half-maximal effect; % is set by controls: 0 for no effect and ±100 for the full control effect; nearly all actives have a fitted effect of over 60% in size
Target sequence (P07378 whole entry, looked up): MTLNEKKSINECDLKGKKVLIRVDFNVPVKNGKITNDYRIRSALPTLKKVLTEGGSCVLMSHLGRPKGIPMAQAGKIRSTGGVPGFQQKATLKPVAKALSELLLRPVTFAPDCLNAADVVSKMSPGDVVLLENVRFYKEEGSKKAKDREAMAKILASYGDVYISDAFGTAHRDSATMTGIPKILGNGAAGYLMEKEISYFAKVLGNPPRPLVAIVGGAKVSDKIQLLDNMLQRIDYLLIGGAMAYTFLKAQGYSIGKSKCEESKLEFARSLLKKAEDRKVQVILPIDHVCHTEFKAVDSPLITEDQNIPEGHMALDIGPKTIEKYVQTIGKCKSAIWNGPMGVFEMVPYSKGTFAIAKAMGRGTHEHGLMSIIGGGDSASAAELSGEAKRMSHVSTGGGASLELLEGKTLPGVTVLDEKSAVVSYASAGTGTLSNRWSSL
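Luminescent ATP detection (Kinase-Glo Plus) follows a 60-minute room-temperature incubation, with wells lacking PGK as controls. Buffer: 100 mM TEA (pH 7.6), 5 mM MgCl2, 0.01% Tween-20. Coupling enzyme GAPDH (100 nM final) supplies unstable 1,3-BPG in-well.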
GLS inh – qHTS for Inhibitors of Glutaminase (GLS); Glutaminase kidney isoform, mitochondrial (Homo sapiens), O94925; GLS enzymatic activity, qHTS titration; Potency, µM (top dose mostly 45.5 µM), inactives show at the highest dose activity change, negative = inhibition, hits mostly inhibitors; 410,000 compounds, 0.21% hits; note: potency is the fitted concentration of half-maximal effect; % is set by controls: 0 for no effect and ±100 for the full control effect
Target sequence (O94925 whole entry, looked up, canonical isoform): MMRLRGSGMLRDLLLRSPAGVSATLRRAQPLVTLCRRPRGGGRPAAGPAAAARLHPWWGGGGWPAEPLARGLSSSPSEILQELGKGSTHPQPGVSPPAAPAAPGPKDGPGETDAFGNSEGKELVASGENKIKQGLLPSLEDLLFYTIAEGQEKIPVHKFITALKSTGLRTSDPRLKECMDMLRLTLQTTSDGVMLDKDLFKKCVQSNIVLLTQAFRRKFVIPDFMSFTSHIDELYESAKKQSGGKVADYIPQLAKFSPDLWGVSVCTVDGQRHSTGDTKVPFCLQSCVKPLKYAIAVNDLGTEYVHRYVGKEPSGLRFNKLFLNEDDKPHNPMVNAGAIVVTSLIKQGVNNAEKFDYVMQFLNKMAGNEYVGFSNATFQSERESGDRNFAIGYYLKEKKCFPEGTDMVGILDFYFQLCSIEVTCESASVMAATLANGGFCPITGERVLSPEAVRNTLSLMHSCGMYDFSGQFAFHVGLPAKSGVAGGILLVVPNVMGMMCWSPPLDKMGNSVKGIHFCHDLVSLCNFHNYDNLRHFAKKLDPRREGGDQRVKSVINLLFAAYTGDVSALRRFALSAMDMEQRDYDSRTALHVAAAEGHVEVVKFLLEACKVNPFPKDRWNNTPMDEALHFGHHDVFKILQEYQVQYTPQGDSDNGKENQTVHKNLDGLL
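Coupled fluorescence readout: glutamate oxidase/HRP/Amplex Red detect glutamate formed by hKGA from L-glutamine (1 mM solution added). Buffer 45 mM KH2PO4 pH 8.2, 0.02% Tween-20; reads at t0 and 30 min RT.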
Pin1 inh – qHTS Assay to Find Inhibitors of Pin1. Potency, µM (top dose mostly 115 µM), for inactives: at the top dose activity, negative = inhibition, actives largely listed as inhibitors. Pin1 FP peptide displacement, HiFluor488, 10 min. AID 504891, 2011. Peptidyl-prolyl cis-trans isomerase NIMA-interacting 1 (Homo sapiens), Q13526. 390,000 compounds, 0.009% hits; active = well fitted inhibition curve with a large enough effect in the polarisation, with a control signal flat, not every such curve was filed as active; inconclusive = small, poorly fitted or top-dose-only effect, or effect the other way, or a change in a side signal; inactive = no such curve, though single readings can be large or run the other way; the % refers to the polarisation; note: potency is the fitted concentration of half-maximal effect; % is set by controls: 0 for no effect and ±100 for the full control effect
HP1b binding inh – HTS for Inhibitors of HP1-beta Chromodomain Interactions with Methylated Histone Tails. Chromobox protein homolog 1 (Homo sapiens), P83916. AlphaScreen HP1-beta / biotin-H3K9me3 peptide binding. Potency, µM (titrated, usually from 114 µM), for the others: top-dose activity change, negative = inhibition, hits mostly inhibitors. 390,000 compounds, 0.56% hits; note: potency is the fitted concentration of half-maximal effect; nearly all actives have a fitted effect of over 70% in size; inactives centre near 23
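HP1-beta protein (50 nM final) preincubated 30 min at room temperature with biotinylated H3(1-18)K9me3 peptide (50 nM) in PBS pH 7.4, 0.01% Tween-20, then compound added for 30 min. AlphaScreen streptavidin donor/nickel chelate acceptor beads (10 ug/mL final), 30 min dark, luminescence read.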
rTrxR1 inhibitor – qHTS Assay for Inhibitors of Mammalian Selenoprotein Thioredoxin Reductase 1 (TrxR1): qHTS; recombinant rTrxR1, NADPH fluorescence consumption, selenite substrate; 390,000 compounds, 1% hits; Thioredoxin reductase 1, cytoplasmic (Rattus norvegicus), O89049; Potency, µM (top dose mostly 114 µM), for inactives: at the top dose activity change, negative = inhibition, actives largely listed as inhibitors; note: potency is the fitted concentration of half-maximal effect; % is set by controls: 0 for no effect and ±100 for the full control effect; nearly all actives have a fitted effect of over 65% in size
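Rat TrxR1 (90 nM in the dispensed reagent) was pre-reduced with 400 uM NADPH for 5 min at room temperature, then incubated with compound for 15 min. After 400 uM selenite was added, NADPH fluorescence (Ex 340/Em 450 nm) was followed for 8 min.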
TrxR1 substrate – qHTS Assay for Substrates of Mammalian Selenoprotein Thioredoxin Reductase 1 (TrxR1): qHTS. Thioredoxin reductase 1, cytoplasmic (Rattus norvegicus), O89049. 390,000 compounds, 0.01% hits. AID 588456, 2011. purified TrxR1 substrate turnover, NADPH consumption readout. Potency, µM (highest dose often 114 µM), without a hit: at the top dose activity change, negative = substrate turnover; note: potency is the fitted concentration of half-maximal effect; % is set by controls: 0 for no effect and ±100 for the full control effect; nearly all actives have a fitted effect of over 50% in size
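Rat TrxR1, dispensed at 90 nM, was prereduced with 400 uM NADPH (final) for 5 min at ~22 deg C, then incubated with compound 15 min before 400 uM selenite. A first-read NADPH fluorescence drop versus no-compound background flagged substrates.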
USP1-UAF1 inh – Inhibitors of USP1/UAF1: Primary Screen; recombinant USP1/UAF1, Ub-Rhodamine cleavage fluorescence; Potency, µM (series often up to 57.1 µM), without a hit: at the highest dose activity change, negative = inhibition, hits mostly inhibitors; 390,000 compounds, 0.23% hits; AID 743255, 2014; note: potency is the fitted concentration of half-maximal effect; % is set by controls: 0 for no effect and ±100 for the full control effect; nearly all actives have a fitted effect of over 60% in size; inactives centre near -12
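USP1/UAF1 complex (1 nM) preincubated 15 min at room temperature with compound, then Ub-Rho substrate (150 nM final) added. Kinetic fluorescence at 480/540 nm over 6 reads at 60 s intervals; 50 mM HEPES pH 7.8, 0.5 mM EDTA, 0.1 mg/ml BSA, 1 mM TCEP, 0.01% Tween-20.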
IDH1 R132H inh – qHTS for Inhibitors of mutant isocitrate dehydrogenase 1 (IDH1): qHTS; Isocitrate dehydrogenase [NADP] cytoplasmic (Homo sapiens), O75874; IDH1-R132H enzyme, NADPH consumption, diaphorase/resazurin fluorescence; Potency, µM (highest dose often 76.6 µM), without a hit: at the highest dose activity change, negative = inhibition, actives largely listed as inhibitors; 390,000 compounds, 0.093% hits; note: potency is the fitted concentration of half-maximal effect; % is set by controls: 0 for no effect and ±100 for the full control effect; nearly all actives have a fitted effect of over 65% in size
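IDH1-R132H (0.5 ug/mL dispensed) in pH 7.5 Tris buffer was preincubated 30 min with compound, then given a substrate mix of 0.016 mM NADPH and 2 mM alpha-KG for 80 min at room temperature; remaining NADPH was read by diaphorase/resazurin fluorescence.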
* = called active by the depositor; i = inactive; ? = inconclusive; / = not tested or not shown; & = joins results of further samples; [ ] = dose if it differs, or a comment. Unless noted, calls come from the whole dose curve; as a rule, active = well fitted curve in the direction sought with a large enough effect; inconclusive = small, poorly fitted or top-dose-only effect, or another doubt; inactive = no such curve, though single readings can be large; an effect the other way counts as inactive or inconclusive.

TrxR1 substrate | rTrxR1 inhibitor | PGK inhibitor | IDH1 R132H inh | HP1b binding inh | PI4K2A block | GLS inh | USP1-UAF1 inh | Pin1 inh | structure
-4% | -1% | 3% | 0% | 33% | 0 | 8% | -8% | -9% | O=C(Nc1ccccn1)[C@@H]1CCC(=O)N1C(=O)OCc1ccccc1
-15% | ? | -1% | -14% | 16µM* | -2 | 50%[activator] | -14% | -1% | Cc1ccc(N=c2ssnc2Cl)cc1
-9% | -15% | -9% | 5% | 31% | -1 | 1% | -18% | 9% | OC(CN1CCN(C(c2ccccc2)c2ccccc2)CC1)c1ccc(Br)cc1 (centres undefined)
-12%[57.1 µM] | 19%[57.1 µM] | -4% | 9% | 27% | -6 | -27% | -21% | 11% | Oc1ccc(Br)cc1C=Nc1ccc2[nH]ncc2c1
5%[57.1 µM] | 16% | 5% | 1% | 20% | 3 | -1% | -9% | -1% | Cc1cccc(C)c1NC(=O)c1sccc1SCC#N
55%[activator] | -11% | 0% | -4% | 20% | 0 | 11% | -6% | 3% | O=C1c2ccccc2NC2(CCCC2)N1N=C1CCCC1
5%[57.1 µM] | 4%[57.1 µM] | -7% | -3% | 6% | 8 | 10% | -15% | 13% | CCCn1c(SCC(=O)NC(=O)Nc2ccc(C)cc2C)n[nH]c1=O
-14%[57.1 µM] | 13%[57.1 µM] | -1% | 7% | 9% | -10 | -1% | -1% | 0% | Cc1ccc(OCC(=O)N/N=C\c2c(C)[nH]n(-c3ccccc3)c2=O)c([N+](=O)[O-])c1
-4% | 5% | 2% | -2% | 29% | -2 | 11% | -12% | -6% | O=c1c2ccccc2ncn1-c1ccccc1[N+](=O)[O-]
/ | / | i | -11% | / | 5 | 10% | -16% | / | COC(=O)CC1(C(=O)OC)Nc2cc(Cl)c(Cl)cc2S(=O)(=O)N1O (centres undefined)
-3% | 15% | -4% | -4% | 21% | 4 | 1% | -18% | -4% | COc1cccc(CNC(=O)CCCN2C(=O)C(c3ccccc3)Oc3cccnc32)c1OC (centres undefined)
-11% | -6% | 2% | 0% | 27% | 1 | 1% | -4% | 2% | Cc1ccc(CS(=O)(=O)Cc2ccc(C(=O)NC3CCCC3)o2)cc1
-3% | -11% | -5% | 0% | 9% | 0 | -17% | -4% | -1% | CCc1ccc(NC(=S)Nc2ccc3[nH]c(=O)[nH]c3c2)cc1
-3%[57.1 µM] | -20%[57.1 µM] | -1% | 3% | 32% | -5 | 4% | -8% | 6% | Nc1cc(=O)n(Cc2ccccc2)c(=O)n1-c1ccc(F)cc1
46%&13%[activator] | 42%&17%[activator] | -5% | 0%&15% | 22%&52% | -5&1 | 3%&-13% | ? | 4%&0% | COc1ccc(-c2cc(C(=O)Nc3cccnc3Cl)no2)cc1OC
8%[57.1 µM] | -37% | -3% | 0% | -1% | -9 | -17% | -17% | ? | CCOC(=O)C1=C(CSc2nc3c(cc2C#N)CN(C)CC3)OC(N)=C(C#N)C1c1ccccc1 (centres undefined)
19% | 19% | -4% | 11% | 44%[activator] | -3 | 0% | -7% | 0% | CCCCNc1nc2c(S(=O)(=O)c3ccc(C)c(C)c3)nnn2c2ccsc12
/ | / | -10% | 1% | / | -3 | 2% | -33% | / | CCc1cc2c(SCC(=O)N3CCN(C(=O)c4cccs4)CC3)ncnc2s1
-9% | 32µM* | i | 3% | 22µM* | -25 | 17% | ? | ? | CCn1nc([N+](=O)[O-])c(C(C#N)c2nc3cc(C(F)(F)F)ccc3s2)c(Cl)c1=O (centres undefined)
-4% | 20% | -2% | -11% | 54%[activator] | -4 | -9% | -13% | -6% | COc1ccc(CC2CC(=O)N(c3ccc(C)cc3)C2=O)cc1 (centres undefined)
-4% | -4% | 1% | -10% | 37% | 1 | 1% | -6% | 0% | CCOC(=O)C1CCN(C(=O)Cn2nc(C)n3nc(-c4ccc(CC)cc4)cc3c2=O)CC1
-9% | -8% | -6% | 2% | 10% | 1 | 15% | 2% | -3% | CCOC(=O)c1[nH]c2ccc(Br)cc2c1NC(=O)CCN1CCCC(C)(C)C1
-1% | -8% | i | 0% | -14% | -2 | 5% | -23% | 3% | Cc1c(C)n(Cc2ccc(F)cc2)c2ccc(C(=O)NCCN3CCOCC3)cc12
10%[11.4 µM] | 9%[11.4 µM] | 1% | 2% | 30% | -3 | -2% | 0% | 0% | CNC(=S)N1CCN(C(=O)C2CCCO2)CC1 (centres undefined)
-16% | -15% | -9% | 3% | 50%[activator] | 4 | 0% | -6% | -1% | O=S(=O)(NCCCCCNS(=O)(=O)c1ccc(F)cc1)c1ccc(F)cc1
2% | 13% | -5% | 0% | 21% | 2 | -6% | -4% | 0% | Cc1ccc(CSCC(=O)N/N=C/c2cccc(OC3CSC3)c2)cc1
-2% | -9% | 7% | -4% | 35% | -1 | -11% | -17% | -3% | O=C(O)/C=C/c1cnc2ccccc2n1
6%[57.1 µM] | -18%[57.1 µM] | 0% | ? | 30% | -7 | 23% | -31% | -9% | CCC(CO)Oc1cc(NCc2ccccn2)c2ncn(C(C)C)c2c1 (centres undefined)
4% | 27% | i | -1% | -1% | -4 | 1% | -10% | 10% | CCN(CC)S(=O)(=O)c1cccc(NC(=O)C(=O)c2c(-c3ccccc3)cc3ccccn23)c1
-1% | ? | -7% | 4% | 45%[activator] | 0 | 7% | -2% | 2% | Cc1ccc(C(=O)N2CCN(CCc3ccncc3)CC2)cc1
-3% | 0% | -5% | 7% | 4% | 4 | / | -22% | -4% | COc1ccc(N2CCN(CCNC(=O)c3nnc(Cc4c(F)cccc4Cl)o3)CC2)cc1
-1% | 21% | -9% | -3% | 29% | -4 | 0% | -15% | -2% | Cc1ccc[n+](CC(=O)N2CCCc3ccccc32)c1
-13% | -16% | -6% | 8% | 24% | -8 | 0% | -3% | -8% | Cc1ccccc1C(=O)c1cccn1CC(=O)NCC1CCCO1 (centres undefined)
-15% | -29% | 0% | -12% | 26% | 5 | 3% | -7% | 5% | Cc1cc(=O)n2nc(N3CCC(C(=O)Nc4c(F)c(F)c(F)c(F)c4F)CC3)sc2n1
3% | 14%[57.1 µM] | -8% | 3% | 32% | -17 | 13% | -11% | -5% | COc1ccccc1N1CCN(CC(=O)NCCc2ccc(S(N)(=O)=O)cc2)CC1
281%[activator] | -11% | 10% | 4% | 50%[activator] | 0 | 0% | -6% | -8% | CC1=CC=CC2=NC(=O)CC(C)(C(=O)N(CC(=O)NC3CCCC3)c3ccccc3C)N12 (centres undefined)
2% | 14% | i | 4% | 56%[activator] | -1 | 1% | -19% | -3% | Cc1c(Cl)cccc1NC(=S)N1CCN(c2ccc([N+](=O)[O-])cn2)CC1
-12% | 26%[57.1 µM] | -1% | 10% | 2% | -1 | 0% | -8% | 11% | CN1C(=O)/C(=C\c2ccc(OC(=O)c3ccco3)cc2)SC1=S
/ | / | 3% | -8% | / | -6 | -3% | 5% | / | COc1ccc(C(=O)N/N=C/c2ccccn2)cc1

Arranged by SMILES length (lowest first): part of the list above.
TrxR1 substrate | rTrxR1 inhibitor | PGK inhibitor | IDH1 R132H inh | HP1b binding inh | PI4K2A block | GLS inh | USP1-UAF1 inh | Pin1 inh | structure
/ | / | 3% | -8% | / | -6 | -3% | 5% | / | COc1ccc(C(=O)N/N=C/c2ccccn2)cc1
-1% | 21% | -9% | -3% | 29% | -4 | 0% | -15% | -2% | Cc1ccc[n+](CC(=O)N2CCCc3ccccc32)c1
-13% | -16% | -6% | 8% | 24% | -8 | 0% | -3% | -8% | Cc1ccccc1C(=O)c1cccn1CC(=O)NCC1CCCO1 (centres undefined)
-12% | 26%[57.1 µM] | -1% | 10% | 2% | -1 | 0% | -8% | 11% | CN1C(=O)/C(=C\c2ccc(OC(=O)c3ccco3)cc2)SC1=S
-15% | -29% | 0% | -12% | 26% | 5 | 3% | -7% | 5% | Cc1cc(=O)n2nc(N3CCC(C(=O)Nc4c(F)c(F)c(F)c(F)c4F)CC3)sc2n1
281%[activator] | -11% | 10% | 4% | 50%[activator] | 0 | 0% | -6% | -8% | CC1=CC=CC2=NC(=O)CC(C)(C(=O)N(CC(=O)NC3CCCC3)c3ccccc3C)N12 (centres undefined)

A portion of the library; rates above refer to the full screens.
